# Bioassay records as filed in PubChem BioAssay.
# A549 tox: counter-screen for Nrf2 inhibitors: cytotoxicity in A549 cells. 390,000 compounds, 0.16% hits. A549 ARE-Fluc cells, CellTiter-Fluor viability, 18-24 h. Potency, µM (series often up to 46 µM), for the others: at the highest dose activity change, negative = cytotoxicity, usual class: inhibitors; note: potency is the fitted concentration of half-maximal effect; % is set by controls: 0 for no effect and ±100 for the full control effect
#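 A549 ARE_Fluc cells in 5% FBS OPTI-MEM were exposed to compounds in concentration-response for 18-24 h at 37 deg C. Viability was read by CellTiter-Fluor fluorescence (Ex 405/Em 525) after 30 min, before the luciferase read.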
# TGFb inhibitor: inhibitors of TGF-b signaling; HepG2 CAGA-GFP TGF-b/SMAD3 reporter, GFP fluorescence, 18 h; TGF-beta stimulated, 500 pg/mL final; 410,000 compounds, 1.2% hits; Potency, µM (titrated, usually from 46.1 µM), for the others: at the highest dose activity, negative = inhibition, most hits filed as inhibitors; AID 588855; note: potency is the fitted concentration of half-maximal effect; % is set by controls: 0 for no effect and ±100 for the full control effect; nearly all actives have a fitted effect of over 65% in size
#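 Smad-responsive CAGA-GFP expression was quantified in HEPG2 cells exposed to compounds and 500 pg/mL final TGF-beta for 18 h at 37 degrees C; unstimulated wells defined full inhibition.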
# Nrf2 activator: Nrf2 pathway activation; AREc32 ARE-luciferase reporter (MCF7-derived line), luminescence, 24 h; Potency, µM (top dose mostly 46.1 µM), for inactives: top-dose activation, actives largely listed as activators; 410,000 compounds, 0.31% hits; AID 624171; note: potency is the fitted concentration of half-maximal effect; % of control where 0% means no effect; nearly all actives have a fitted effect of over 65% in size
#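 ARE activation measured as luciferase luminescence (Steady-Glo, 30 min RT) in AREc32_Fluc cells after 24 hr compound exposure at 37 deg C, 5% CO2; cells seeded overnight at 1000/well in OPTI-MEM, 5% FBS.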
# ATXN2 expr inh: ATXN2 expression inhibition | HEK-293 ATXN2-luciferase reporter, luminescence, 24 h | Potency, µM (doses to about 57 µM), for the others: at the top dose activity change, negative = inhibition, hits mostly inhibitors | 360,000 compounds, 0.72% hits; note: potency is the fitted concentration of half-maximal effect; % is set by controls: 0 for no effect and ±100 for the full control effect; nearly all actives have a fitted effect of over 55% in size
#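 qHTS (up to 57 uM final) was run with 24 h compound exposure of reporter cells at 37 °C. Each well was multiplexed: SteadyGlo luminescence measured ATXN2-luciferase expression after a fluorogenic Gly-Phe-AFC viability readout (25 uM final).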
# EPAC2 agonist: EPAC2 (human) agonism. 360,000 compounds, 0.079% hits. EPAC2 activation, biochemical qHTS; response scale: 100% = 6.5 mM cAMP response. Q8WZA2. Potency, µM (top dose mostly 154 µM), for inactives: top-dose activation, most hits filed as activators; note: potency is the fitted concentration of half-maximal effect; nearly all actives have a fitted effect of over 50% in size
# Target sequence (Q8WZA2 whole entry, looked up): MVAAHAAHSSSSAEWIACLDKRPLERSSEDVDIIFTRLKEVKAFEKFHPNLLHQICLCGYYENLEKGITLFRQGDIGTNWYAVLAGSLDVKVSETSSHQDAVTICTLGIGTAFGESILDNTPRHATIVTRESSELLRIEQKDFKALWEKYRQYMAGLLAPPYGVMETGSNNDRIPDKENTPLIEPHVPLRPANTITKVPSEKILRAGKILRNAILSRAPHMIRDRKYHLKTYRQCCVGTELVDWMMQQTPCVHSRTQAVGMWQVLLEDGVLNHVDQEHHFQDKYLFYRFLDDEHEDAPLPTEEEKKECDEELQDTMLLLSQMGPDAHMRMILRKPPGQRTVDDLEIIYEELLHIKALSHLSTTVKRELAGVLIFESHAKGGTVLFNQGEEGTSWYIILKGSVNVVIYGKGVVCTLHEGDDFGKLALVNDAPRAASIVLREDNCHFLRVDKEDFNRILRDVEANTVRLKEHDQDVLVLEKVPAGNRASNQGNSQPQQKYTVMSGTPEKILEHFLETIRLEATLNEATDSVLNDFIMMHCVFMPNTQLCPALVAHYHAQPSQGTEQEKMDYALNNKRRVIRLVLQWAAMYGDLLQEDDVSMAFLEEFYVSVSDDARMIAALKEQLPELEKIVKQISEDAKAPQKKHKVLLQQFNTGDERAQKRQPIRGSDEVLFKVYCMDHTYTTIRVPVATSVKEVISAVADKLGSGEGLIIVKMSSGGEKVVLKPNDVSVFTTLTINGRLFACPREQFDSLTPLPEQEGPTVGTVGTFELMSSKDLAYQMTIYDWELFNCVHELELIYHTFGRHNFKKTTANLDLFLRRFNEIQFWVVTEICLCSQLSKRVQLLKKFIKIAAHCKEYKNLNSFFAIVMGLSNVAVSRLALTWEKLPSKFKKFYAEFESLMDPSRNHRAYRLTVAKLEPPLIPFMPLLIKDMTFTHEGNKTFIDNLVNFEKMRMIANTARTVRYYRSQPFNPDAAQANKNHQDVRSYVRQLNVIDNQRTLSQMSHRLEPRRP
#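 qHTS, titration series. 100 nM EPAC2 / 250 nM Rap1B-BODIPY-GDP / 50 uM GDP; RT; ex 480/em 540 nm, 5-min reads to 30 min. Norm. to 6.5 mM cAMP = activation.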
# IL-2 act: activators of IL-2 | IL-2 activation reporter assay, cell-based qHTS; stimulated with anti-CD3/CD4/CD28 beads; in transgenic mouse T cells | activation, % (series mostly up to about 46 µM) | 360,000 compounds, 0.065% hits; in the data active = activation above about 50%; inconclusive = mostly about 30% to 49%; note: 0% is about no effect
#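 EGFP and DsRed fluorescence is measured by plate cytometry in unstimulated transgenic mouse T cells exposed to compound for 60 minutes, then stimulated 18 hours at 37 degrees C with anti-CD3/anti-CD4 beads plus anti-CD28.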
# S2 tox: cell viability loss in ATXN counter-screen; S2 cells (HEK-293 line with an ATXN2-luciferase reporter) viability, CellTiter-Fluor protease fluorescence, 24 h; 400,000 compounds, 0.49% hits; AID 651635; Potency, µM (series often up to 56.7 µM), hits mostly cytotoxic; note: potency is the fitted concentration of half-maximal effect; nearly all actives have a fitted effect of over 40% in size
# HepG2 viability: kills HepG2 cells in TGF-b inhibitor counter-screen. AID 588856. Potency, µM (highest dose often 46.1 µM), for inactives: at the highest dose activity change, negative = cytotoxicity, most hits filed as cytotoxic. 410,000 compounds, 0.76% hits. HepG2 CAGA-GFP viability, ATP luminescence, 18 h; note: potency is the fitted concentration of half-maximal effect; some results filed as inactive show a strong effect at the top dose
#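 CellTiter-Glo luminescence gave cytotoxicity after 18 hours at 37 degrees C. The cells were HepG2 CAGA-GFP in 1% FBS DMEM, stimulated with 500 pg/mL TGF-beta after compound addition. %Activity was normalised to no-cell wells (complete cell-killing) and DMSO (no toxicity), and curves were fitted and classified.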
# Nrf2 inh: Nrf2 pathway inhibition; A549 ARE-Fluc reporter, luciferase luminescence, 18-24 h; Potency, µM (doses to about 46 µM), inactives show at the highest dose activity change, negative = inhibition, hits mostly inhibitors; 360,000 compounds, 2.1% hits; AID 504444; note: potency is the fitted concentration of half-maximal effect; % is set by controls: 0 for no effect and ±100 for the full control effect; nearly all actives have a fitted effect of over 60% in size
#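 Reporter: ARE-Fluc in A549. Exposure: 18-24 h, 37 °C, 5% CO2, 5% FBS OPTI-MEM. Readouts: fluorescent cytotoxicity (CellTiter-Fluor), then luminescent Nrf2 signal after BugLite.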
# Numbers without * were called inactive; i = inactive; ? = inconclusive; · = no result given; [ ] = dose if it differs, or a comment. Unless noted, calls come from the whole dose curve; as a rule, active = well fitted curve in the direction sought with a large enough effect; inconclusive = small, poorly fitted or top-dose-only effect, or another doubt; inactive = no such curve, though single readings can be large; an effect the other way counts as inactive or inconclusive.
SMILES,A549 tox,TGFb inhibitor,Nrf2 activator,ATXN2 expr inh,EPAC2 agonist,IL-2 act,S2 tox,HepG2 viability,Nrf2 inh
CC1(C)Cc2noc(N)c2C(C)(C)N1OC(=O)c1scc2c1OCCO2,-12%,?,0.2%,-13%,4%,2.3,i,-21%,-27%
Cc1nc(SCC(=O)OC(C)(C)C)c2c3c(sc2n1)CCCC3,-5%,-22%,-1.0%,9%,·,·,i,2%,9%
O=C(O)c1cc(N2C(=O)CCC2=O)ccc1NCc1cccnc1,0%,-4%,-0.4%,-10%,15%,-2.3,i,-15%,1%
CCOc1[nH]n(-c2ccccc2)c(=O)c1C=Nc1ccc(OC)cc1,-8%,-9%,-0.1%,·,12%,-0.4,i,-24%,-1%
CCCC(=O)Nc1nc(-c2ccc3c(c2)CCN3S(C)(=O)=O)cs1,-13%,-21%,5.8%,-3%,9%,-1.0,i,-3%,8.2µM*
O=C(OCc1ccc([N+](=O)[O-])cc1)c1ccc2ccccc2n1,2%,-28%,5.9%,1%,-6%,-0.1,i,-12%,-2%
CC1CCN(C(=O)CN2c3ccc(Br)cc3-c3ccccc3S2(=O)=O)CC1,-5%,-37%,4.1%,51%[activator],·,·,?,-12%,24%
O=C(Nc1cccc(-c2cccc(F)c2)c1)C1CCN(C2CCOCC2)CC1,0%,-29%,-0.9%,·,8%,0.4,?,-34%,0%
COC(CNC(=O)CCCn1nnnc1CN1CCOCC1)c1cccs1 (centres undefined),1%,8%,-0.6%,2%,4%,-0.9,i,12%,6%
O=C(NCc1cccnc1)c1cccc(C(F)(F)F)c1,7%,-1%,1.4%,5%,10%,-1.6,i,-7%,-28%
COc1ccc(-c2nc3ccccc3s2)cc1NC(=O)c1ccc(C#N)cc1F,9%,30%,-1.5%,5%,·,·,i,-9%,-5%
COCC(=O)Nc1cccc(-c2ccc3nncn3n2)c1,1%,18%,0.2%,0%,1%,-1.5,?,16%,8%
CCN(c1ccccc1)S(=O)(=O)c1ccc(C(=O)Nc2ncccc2O)cc1,-3%,1%,8.4%,-13%,18%,-2.6,i,-26%,-17%
N#CC(C#SN)=C1CCCCC1,-2%,-4%,4.4%,3%,1%,-3.1,i,-34%,9%
Cc1ccc(S(=O)(=O)CC(=O)NC2CC2)cc1,7%,1%,-0.3%,-7%,2%,-5.9,i,4%,·
O=C(Cn1[nH]c(=O)c2ccccc2c1=O)Nc1cccc(-c2nnc3n2CCCCC3)c1,-6%,-6%,0.0%,4%,-4%,-0.1,i,-12%,12%
COC(=O)c1sccc1NC(=O)CN(C)NS(=O)(=O)c1ccc(Cl)cc1,5%,-9%,-0.1%,0%,-10%,0.5,i,-4%,-11%
CCN1CCC(N(Cc2cccc(OC)c2)C(=O)Nc2cccc(C(F)(F)F)c2)CC1,-1%,?,13%,-39%,·,·,?,7.1µM*,8%
Cc1ccccc1C(=O)N1CCC(C(=O)O)CC1,-3%,-10%,0.3%,-4%,7%,-1.8,i,5%,-4%
CCCc1nc2ccc(NC(C)=O)cc2c(=O)n1Cc1cccc(Cl)c1,16%,-6%,-0.6%[9.22 µM],26%,12%,-4.4,i,-7%,-7%

# Six entries drawn at random from those above:
SMILES,A549 tox,TGFb inhibitor,Nrf2 activator,ATXN2 expr inh,EPAC2 agonist,IL-2 act,S2 tox,HepG2 viability,Nrf2 inh
CCOc1[nH]n(-c2ccccc2)c(=O)c1C=Nc1ccc(OC)cc1,-8%,-9%,-0.1%,·,12%,-0.4,i,-24%,-1%
CCN(c1ccccc1)S(=O)(=O)c1ccc(C(=O)Nc2ncccc2O)cc1,-3%,1%,8.4%,-13%,18%,-2.6,i,-26%,-17%
Cc1nc(SCC(=O)OC(C)(C)C)c2c3c(sc2n1)CCCC3,-5%,-22%,-1.0%,9%,·,·,i,2%,9%
COCC(=O)Nc1cccc(-c2ccc3nncn3n2)c1,1%,18%,0.2%,0%,1%,-1.5,?,16%,8%
O=C(Cn1[nH]c(=O)c2ccccc2c1=O)Nc1cccc(-c2nnc3n2CCCCC3)c1,-6%,-6%,0.0%,4%,-4%,-0.1,i,-12%,12%
CCCC(=O)Nc1nc(-c2ccc3c(c2)CCN3S(C)(=O)=O)cs1,-13%,-21%,5.8%,-3%,9%,-1.0,i,-3%,8.2µM*

# Next part:
SMILES,A549 tox,TGFb inhibitor,Nrf2 activator,ATXN2 expr inh,EPAC2 agonist,IL-2 act,S2 tox,HepG2 viability,Nrf2 inh
S=C(NCc1ccco1)Nc1cc(-c2ccccc2)[nH]n1,0%,-19%,6.8%,5%,13%,-2.4,i,-12%,-8%
COC(=O)C(C(=O)OC)c1ccc(-n2cccc2)cc1,6%,0%,0.1%,3%,2%,-0.4,i,-7%,-22%
CSc1ccc(C2c3[nH]c4ccccc4c3CCN2C(=O)CCc2ccccc2)cc1 (centres undefined),1%,-14%,-0.9%,·,·,·,·,-17%,·
CCOC(=O)N1CC=C2C(C#N)=C(N)C(C#N)(C#N)[C@H](c3ccccc3OCC)[C@H]2C1,?,0%,8.4%,5%,-1%,-3.5,i,7%,16µM*
COc1ccc(NC(=O)N(C)[C@H]2C[C@H]3c4[nH]c5ccc(-c6ccc(OC)cc6)cc5c4CCN3C(=O)[C@H]2[C@H](C)O)cc1,·,?,-4.7%,?,22%,-1.6,?,-41%,·
C/C(=N\NC(=O)c1c(Cl)cnn1C)c1cccnc1,0%,3%,0.2%,28%,9%,-4.2,i,5%,?
Cc1cc(C)c(NC(=O)COC(=O)C2CCCCC2)c(C)c1,3%,-2%,0.2%,-2%,2%,0.7,i,-5%,-2%
CC(C)[C@H](NS(=O)(=O)c1ccc2c(c1)OCCO2)C(=O)OCC(=O)Nc1cc(Cl)ccc1Cl,3%,-10%,-0.8%,-12%,23%,-0.1,i,-30%,-3%
Cc1nn2cc(-c3ccc(OC(C)C)cc3)nc2s1,1%,-20%,-1.9%,0%,·,·,i,-37%,?
CN(C)/C=C1/N=C(c2ccccc2)OC1=O,7%,15%,0.6%,12%,3%,0.0,i,-12%,·
CCSC1=C(C#N)C(c2ccccc2OC)CC(=O)N1 (centres undefined),-2%,-13%,-0.7%,3%,7%,1.9,i,-20%,-8%
CN1CCN(C2=C(Cl)C(=O)N(c3cccc(Cl)c3)C2=O)CC1,1%,-6%,11%,-2%,7%,-0.8,i,-16%,3%
Cc1cccc(S(=O)(=O)c2cn(Cc3ccccc3)c3cc(N4CCCCC4)c(F)cc3c2=O)c1,-24%,1%,-0.7%,·,·,·,·,1%,-9%
COc1ccc(CCN2CC(C(=O)N(C)CCc3cn[nH]c3)CCC2=O)cc1 (centres undefined),1%,-5%,-0.4%,·,-1%,0.2,i,-4%,-34%
CCOC(=O)c1ccc(CNCc2ccc(Br)cc2)cc1,8%,-16%,1.6%,-5%,10%,-0.5,i,4%,22%
CCN1C(=O)[C@H]2[C@@H](c3ccc(C(F)(F)F)cc3)N[C@]3(CCCN(Cc4ccc(F)cc4)C3=O)[C@H]2C1=O,·,-4%,0.5%,-6%,10%,-3.0,i,-19%,·
COc1ccc(NC(=O)COC(=O)C2CCN(S(=O)(=O)c3cccs3)CC2)cc1OC,2%,-1%,-0.3%,10%,8%,0.7,i,17%,-3%
CC(C)CCNC(=O)C1CCCN1C(=O)NC1CCCCC1 (centres undefined),-5%,-24%,-0.6%,0%,9%,0.3,i,3%,7%
Cn1cc(-c2ccc(C(=O)NCc3cccc(Cl)c3)c3occc23)cn1,·,15%,-0.4%[9.22 µM],7%,7%,0.6,i,-10%,·
N#Cc1nc(COc2ccc(Br)cc2)oc1NCCCn1ccnc1,1%,5%,9.8%,-8%,14%,0.0,i,-20%,-13%
CCC1Oc2ccccc2N(CC(=O)NC2CCCC2)C1=O (centres undefined),1%,20%,-0.4%,3%,8%,-0.6,i,-5%,5%
Cn1c(N)c(C(=O)c2ccc(F)cc2F)c(=O)n(C)c1=O,-2%,-5%,0.5%,-18%,0%,0.7,i,-3%,1%
OC(Cn1cncn1)(c1ccccc1)c1ccccc1,0%,-8%,-0.4%,-7%,-5%,-0.7,i,-4%,1%
Cc1nc(NC(C)c2ccccc2)c2oc3ccccc3c2n1 (centres undefined),-14%,-27%,3.6%,?,9%,-0.1,i,-11%,13µM*
O=C(CSCc1cnn(-c2ccccc2)c1-n1cccc1)NCc1ccc(F)cc1,-6%,?,5.7%,·,·,·,·,-42%,-4%
NS(=O)(=O)c1cccc(NC(=O)CSc2nc3ccc(Cl)cc3[nH]2)c1,2%,13%,2.2%,-1%,0%,0.2,i,-4%,-2%
CCCc1cc(C(=O)Nc2cc(C)nn2-c2ccccc2)no1,-3%,6%,0.3%,7%,-6%,-0.9,i,6%,4%
O=C(CN1C(=O)S/C(=C\c2ccc(Cl)cc2)C1=O)NCCCn1ccnc1,-2%,-5%,4.8%,3%,1%,-2.7,i,-23%,4%
O=C1C2C3CC(C(Br)C3Br)C2C(=O)N1c1ccccn1 (centres undefined),-7%,-13%,-0.1%,4%,6%,1.3,i,-4%,1%
COc1ccc(CCN=C(N)NS(=O)(=O)c2cccs2)cc1,0%,-1%,0.1%,-5%,5%,0.0,i,-14%,-19%
COc1ccc(Nc2nccc3c2nnn3C)cc1,-1%,-18%,6.4%,11%,-1%,-2.9,i,-19%,?
